Source: PubChem BioAssay (National Center for Advancing Translational Sciences (NCATS))
GLP1R cytotox = qHTS of GLP-1 Receptor Inverse Agonists: Cytotox Screen | HEK293 cAMP-luciferase reporter cells, luminescence, 24 h | Potency, µM (highest dose often 38.3 µM), inactives show top-dose activity change, negative = inhibition, hits mostly inhibitors | hit rate 0.13% among 410,000 | AID 624418, 2012;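 also: loss of luciferase light is scored as toxicity; potency is read from the fitted curve at half-maximal effect; % is scaled to controls: 0 for no effect and ±100 for the full control effect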
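Here, cytotoxicity is scored as loss of luminescence. The MLSMR collection was tested on cells seeded in medium containing 10% Nu serum, with a 24 hr compound exposure preceded by 12 hours of culture.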
DRD3 antagonist = qHTS of D3 Dopamine Receptor Antagonist: qHTS; AID 652054, 2013; D3R cells, DiscoveRx beta-arrestin luminescence, antagonist mode; stronger effect = lower value; D(3) dopamine receptor (Homo sapiens), P35462; hit rate 2.5% among 360,000; max response, negative = inhibition, %; in the data active = max response below about -50%; inconclusive = no clear call, values can overlap the other calls; also: % is scaled to controls: 0 for no effect and ±100 for the full control effect; mostly tested at two doses, the higher about 12 µM
Target sequence (P35462 whole entry, looked up): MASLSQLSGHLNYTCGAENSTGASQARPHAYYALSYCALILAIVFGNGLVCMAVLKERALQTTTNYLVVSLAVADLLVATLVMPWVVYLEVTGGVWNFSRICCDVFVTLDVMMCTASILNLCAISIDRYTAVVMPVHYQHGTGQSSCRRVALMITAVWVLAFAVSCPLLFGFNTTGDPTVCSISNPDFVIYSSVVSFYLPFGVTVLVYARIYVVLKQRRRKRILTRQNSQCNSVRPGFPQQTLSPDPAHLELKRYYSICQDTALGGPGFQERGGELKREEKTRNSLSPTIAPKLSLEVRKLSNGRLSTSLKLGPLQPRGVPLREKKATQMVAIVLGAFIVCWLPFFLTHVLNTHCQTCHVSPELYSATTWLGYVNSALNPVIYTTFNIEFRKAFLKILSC
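Cells expressing the human receptor were seeded at 1500 cells/well, incubated overnight at 37 degrees C in 5% CO2, then exposed to library compounds with dopamine controls for 90 minutes at 37 degrees C before luminescent detection.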
aSyn rescue = qHTS of alpha-syn Inhibitors. Yeast expressing alpha-synuclein, growth rescue, BacTiter-Glo, 24 h. Potency, µM (highest dose often 46.1 µM), inactives show top-dose growth rescue (activation), hits mostly activators. hit rate 0.14% among 370,000. AID 652106, 2013; also: potency is read from the fitted curve at half-maximal effect; % of control where 0% means no effect; nearly all actives have a fitted effect of over 65% in size
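Readout is rescue of growth in alpha-synuclein-expressing yeast, so inhibitors of toxicity appear as activators. Growth after 24 hr at 30 deg C in galactose medium is quantified by luminescence.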
PTHR1 agonist = qHTS for PTHR1 Agonists: Primary Screen | Parathyroid hormone/parathyroid hormone-related peptide receptor (Homo sapiens), Q03431 | HEK293 GP2 PTHR1 cells, GloSensor cAMP luminescence, 1 h | Potency, µM (titrated, usually from 115 µM), for inactives: at the highest dose activation, most hits filed as activators | hit rate 0.075% among 410,000 | AID 743266, 2014; also: potency is read from the fitted curve at half-maximal effect; nearly all actives have a fitted effect of over 55% in size; some results filed as inactive show a strong effect at the top dose; inactives centre near -15; many of its hits are not listed in these tables
Target sequence (Q03431 whole entry, looked up): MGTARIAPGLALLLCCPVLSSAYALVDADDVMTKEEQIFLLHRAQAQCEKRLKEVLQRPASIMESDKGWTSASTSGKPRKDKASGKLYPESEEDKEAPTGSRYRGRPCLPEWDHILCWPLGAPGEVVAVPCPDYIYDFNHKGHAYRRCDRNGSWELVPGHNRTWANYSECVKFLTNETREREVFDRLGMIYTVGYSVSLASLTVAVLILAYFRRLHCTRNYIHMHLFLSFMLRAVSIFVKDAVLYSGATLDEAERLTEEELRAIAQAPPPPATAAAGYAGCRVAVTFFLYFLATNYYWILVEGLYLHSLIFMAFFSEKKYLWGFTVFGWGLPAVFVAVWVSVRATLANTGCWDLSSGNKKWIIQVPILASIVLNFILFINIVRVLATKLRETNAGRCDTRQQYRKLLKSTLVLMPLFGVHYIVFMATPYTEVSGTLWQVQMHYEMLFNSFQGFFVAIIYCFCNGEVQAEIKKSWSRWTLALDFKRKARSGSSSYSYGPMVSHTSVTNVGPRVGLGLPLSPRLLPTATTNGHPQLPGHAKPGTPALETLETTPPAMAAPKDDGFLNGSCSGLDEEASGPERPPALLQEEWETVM
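HEK-293-derived GP2 cells expressing PTHR1 and a GloSensor cAMP reporter, 3,000/well, plated overnight, given luciferin plus IBMX (each 0.5 mM as added) for 1 h at 37 °C, then compound for 1 h at 37 °C. Luminescence was read after 15 min at room temperature.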
GLP1R ag = qHTS of GLP-1 Receptor Agonists. Glucagon-like peptide 1 receptor (Homo sapiens), P43220. HEK293 GLP-1R CRE-luciferase, luminescence, 4-6 h; cells express a hypersensitive GLP-1R form. Potency, µM (doses to about 45.6 µM), inactives show at the top dose activation, actives largely listed as activators. hit rate 0.007% among 380,000. AID 624172, 2012; also: potency is read from the fitted curve at half-maximal effect; % of control where 0% means no effect
TDP43 rescue = qHTS of TDP-43 Inhibitors | TDP-43 expressing yeast growth rescue, BacTiter-Glo, 24 h | hit rate 1.8% among 410,000 | Potency, µM (doses to about 46.1 µM), for the others: at the top dose growth rescue (activation), hits mostly activators | AID 652104, 2013; also: potency is read from the fitted curve at half-maximal effect; % of control where 0% means no effect; nearly all actives have a fitted effect of over 50% in size
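Growth rescue of TDP-43-toxic yeast measured as ATP luminescence (BacTiter-Glo). Cells grown to mid-log in raffinose, induced in galactose at OD600=0.02, exposed to compound 24 hr at 30 deg C.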
GLP1R inv ag = qHTS of GLP-1 Receptor Inverse Agonists (Inhibition Mode); HEK293 GLP-1R CRE-luciferase, luminescence, 24 h; GLP-1R form is constitutively active; hit rate 1.6% among 410,000; AID 624417, 2012; Glucagon-like peptide 1 receptor (Homo sapiens), P43220; Potency, µM (titrated, usually from 38.3 µM), for the others: at the top dose activity change, negative = inhibition, usual class: inhibitors; also: potency is read from the fitted curve at half-maximal effect; % is scaled to controls: 0 for no effect and ±100 for the full control effect; nearly all actives have a fitted effect of over 55% in size
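Constitutively active GLP-1R drives a cAMP-responsive luciferase in stably transfected HEK293 cells; test compounds are added after overnight (12 h) attachment and left 24 hr, and signal loss in luminescence marks inhibition.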
D3 ag = qHTS of D3 Dopamine Receptor Agonist: qHTS. D(3) dopamine receptor (Homo sapiens), P35462. D3R DiscoveRx beta-arrestin cells, luminescence, 90 min. max activation, %. hit rate 0.58% among 410,000. AID 652048, 2013; in the data active = max activation above about 30%; also: 0% is about no effect; mostly tested at two doses, the higher about 12 µM
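Cells at 1500/well, incubated overnight, then treated with pinned compounds (dopamine as control) for 90 min at 37 degrees C. DiscoveRx reagent added for 30 - 60 minutes at room temperature; luminescence read.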
KB-V1 cytotox = qHTS assay for MDR1-selective chemotherapeutics: Primary screen using the drug-selected MDR subline cells KB-V1; KB-V1 MDR cells viability, CellTiter-Glo, 72 h; Potency, µM (top dose mostly 46.1 µM), inactives show at the highest dose activity change, negative = cytotoxicity, most hits filed as cytotoxic; hit rate 3.4% among 400,000; AID 1347076, 2019; also: potency is read from the fitted curve at half-maximal effect; % is scaled to controls: 0 for no effect and ±100 for the full control effect; nearly all actives have a fitted effect of over 60% in size
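KB-V1 cells (P-gp-expressing MDR subline of KB-3-1) in phenol-red-free DMEM with 10% FBS were exposed to library compounds over a concentration series for 72 h at 37 degrees C. Viability read by CellTiter-Glo luminescence; concentration-effect curves fitted after normalization.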
Active calls of the source: *; i = inactive; ? = inconclusive; nt = not tested or not shown; [ ] = another dose, or the depositor's remark. Unless noted, calls follow the shape of the dose curve; as a rule, active = well fitted curve in the direction sought with a large enough effect; inconclusive = small, poorly fitted or top-dose-only effect, or another doubt; inactive = no such curve, though single readings can be large; an effect the other way counts as inactive or inconclusive. Not all compounds are listed (hit frequency here may not be typical).

Order of results – KB-V1 cytotox, D3 ag, aSyn rescue, DRD3 antagonist, PTHR1 agonist, GLP1R cytotox, GLP1R inv ag, GLP1R ag, TDP43 rescue
CCOC(=O)/C=C1\SCC(=O)N1Cc1nnc(-c2ccccc2Br)o1
→ 6%, -1, 13%, 15, i, -9%, -1%, -10%, 7%
Cc1occc1C(=O)N(C)Cc1nc(-c2ccccc2)no1
→ -20%, 5, 0%, -12, -21%, -6%, 1%, 10%, -11%
C=CC(=O)Nc1cccc(N(C)c2ccnc(Nc3ccc(N4CCN(C)CC4)cc3)n2)c1
→ -19%, 5, 7%, 35, -29%, -60%, -30%, -4%, 19%
O=C(NCCc1ccc2c(c1)OCCO2)c1cc2ccccc2o1
→ ?, 6, -4%, -9, -14%[57.5 µM], -16%, 0%, 18%, 17%
O=C(CC1Oc2ccc(Cl)cc2NC1=O)NCc1ccccc1 (stereo not given)
→ nt, -4, nt, nt, i, 5%, 9%, nt, 6%
CC(=O)Nc1ccc(S(=O)(=O)NCCC(=O)Nc2cccc(Cl)c2)cc1
→ -2%, -4, 0%, -8, i, 3%, 0%, 0%, 0%
Cc1ccccc1NC(=O)C1CCCN(S(=O)(=O)c2ccc3c(c2)C(C)(C)C(=O)N3C)C1 (stereo not given)
→ 22%, 3, -7%, 0, i, 4%, 6%, 13%, 0%
COc1ccc(C(=O)c2sc3nc(-c4ccc(OC)cc4)ccc3c2N)cc1
→ ?, 1, -3%, 16, i, 110%[activator], 78%[activator], 23%, -17%
COc1ccc2c(c1)c1c(c(=O)n(-c3cccc(Cl)c3)c(=O)n1CC(=O)NCC1CCCO1)n2C (stereo not given)
→ 25%, -7, nt, nt, i, 3%, 4%, -1%, 19%
O=C(COC(=O)c1cccc(S(=O)(=O)N2CCOCC2)c1)Nc1nc(-c2ccccc2Cl)cs1
→ 3%, 4, 8%, 6, -16%[57.5 µM], -16%, 13%, -8%, 11%
COCCCNC(=O)/C(C#N)=C/c1c(N2CCN(c3ccccc3)CC2)nc2c(C)cccn2c1=O
→ -16%, 2, -15%, 5, -23%, 40%[activator], ?, 10%, -12%
COc1ncnc2c1ncn2CCCNCc1ccc(C)o1
→ -30%, 2, -4%, 16, -5%, 6%, 17%, 5%, 23%
O=C(COC(=O)c1cccc(F)c1)NC(=O)NC1CCCC1
→ ?, 1, 0%, 19, -1%, -8%, -3%, 8%, 0%
COc1cc(N2CCCC2)c(OC)cc1/C=C1/NC(=S)NC1=O
→ ?, -6, -7%, -13, -14%, 42%[activator], 26%, 15%, -12%
COc1ccccc1C(C)NCC(=O)NC(=O)NCc1ccco1 (stereo not given)
→ ?, -9, 0%, -20, i, 0%, 2%, -8%, 10%
Clc1ccc(CNCC2CCCO2)cc1 (stereo not given)
→ 15%, 0, 6%, -3, i, -13%, 2%, 1%, 12%
CC(c1ccccc1)N1CC(C(=O)N2CCN(c3ccccc3)CC2)CC1=O (stereo not given)
→ -1%, -3, 2%, -10, i, 4%, -5%, 9%, 0%
CNC(=S)NCc1ccc(OC)cc1
→ -2%, 5, -9%, 16, i, ?, ?, -1%, 9%
CCN(CC)C(=O)CN1CCN(c2ncccn2)CC1
→ 8%, -6, 8%, -9, -20%[57.5 µM], 5%, 40%[activator], -1%, -2%
COc1cccc(C(=O)N[C@@H](CCSC)c2nc3ccccc3[nH]2)c1
→ 19%, -11, 0%, 3, -20%, -26%, -3%, 17%, 15%
Cc1cccc(NC(=O)CN2CCN(C(=O)CN3C(=O)NC4(CC(C)CC(C)(C)C4)C3=O)CC2)c1C (stereo not given)
→ -7%, -5, -8%, 0, -21%, -4%, 17%, -4%, 10%
COc1ccc(-c2nn(CCC#N)cc2C(=O)Nc2cccc(C(=O)O)c2)cc1[N+](=O)[O-]
→ 7%, -4, 1%, 0, -5%, 6%, 16%, 6%, -12%
CCOC(=O)Cc1csc(NC(=S)NC(=O)c2ccc([N+](=O)[O-])cc2)n1
→ 0%, -2, -9%, 2, -17%, -24%, 0%, 0%, 27%
CNC(=O)c1ccc(Oc2ccc(C(=O)NC)cc2)cc1
→ 13%, 0, 0%, 16, -13%[57.5 µM], -11%, 6%, -7%, -29%
CCN(CC)c1ccc(C(=O)N2CCc3c([nH]c4ccccc34)C2c2ccc(F)cc2)cc1 (stereo not given)
→ nt, -5, nt, nt, -6%, 4%, 1%, nt, 0%
COc1ccc(S(=O)(=O)N(C)CC(=O)Nc2ccc3c(c2)OCO3)cc1
→ 1%, 8, 2%, -8, -8%, 0%, 17%, -2%, -4%
O=C(CCC(=O)CCN1CCCCC1)CCN1CCCCC1
→ 5%, -1, -4%, -67*, -1%, 16%, 32%, -3%, 1%
CSCCCNC(=O)c1ccc(OC2CCN(CCc3ccccc3)CC2)cc1
→ -15%, -20, 5%, -85*, -60%, 8%, ?, 1%, 14%
Cc1cc(OCC(=O)NNC(=S)NCC2CCCO2)cc(C)c1Cl (stereo not given)
→ nt, -29, 1%, ?, -25%, 9%, ?, 6%, ?
O=C(CCn1c(=O)c2ccccc2n(Cc2ccc(F)cc2Cl)c1=O)NCc1ccc2c(c1)OCO2
→ 17%, 8, nt, nt, -20%, 5%, 18%, 0%, 21%
O=C(N/N=C\c1cn(-c2ccccc2)nc1-c1ccccc1)c1ccc(Br)o1
→ ?, 1, -16%, 61, -15%, -28%, 0%, -11%, 11%
O=C(Cc1cccs1)OCC(=O)c1ccco1
→ 14%, 4, -7%, 15, i, -12%, -9%, -9%, -10%
Cn1c(=O)c2sccc2n2c(CCC(=O)N3CCN(c4cccc(Cl)c4)CC3)nnc12
→ 12%, -13, nt, nt, -13%, -4%, 0%, -4%, 8%
O=C1NCCCCC1NS(=O)(=O)c1ccc(F)c(F)c1 (stereo not given)
→ -2%, -14, -3%, -22, i, -2%, 18%, -5%, -3%
O=C(COc1ccc(Cl)cc1)N1CCCC1
→ 6%, 1, -1%, 13, i, 6%, 17%, 2%, 14%
O=[N+]([O-])c1ccc(S(=O)(=O)NNC(=S)NCCc2ccccc2)cc1
→ ?, 4, -2%, 8, -13%, -6%, 6%, -4%, 15%
COc1ccccc1C(=O)NC(=O)COC(=O)Cc1ccccc1[N+](=O)[O-]
→ -8%, 5, 6%, 7, -6%, -1%, 2%, -23%, -3%
COc1ccc(-c2noc(N3CCC(C(=O)Nc4cc(OC)ccc4OC)CC3)n2)cc1
→ -6%, -1, 7%, 1, -1%, -14%, ?, -4%, ?
CC(C)n1nnnc1C1c2ccccc2C(=O)N1CCc1ccccc1F (stereo not given)
→ ?, 1, 7%, 12, -48%[inhibitor], 0%, 7%, 0%, ?
Cc1cc(-c2ccc(C)c(S(=O)(=O)NCCCN(Cc3ccccc3)C(C)C)c2)on1
→ -4%, -7, -9%, -20, 18%, -8%, ?, -5%, 0%
Cc1cc(NC(=O)CCC(=O)N(CC(=O)NCC2CCCO2)c2ccc3c(c2)OCCO3)no1 (stereo not given)
→ ?, 1, 7%, -5, i, 20%, 7%, 1%, 8%
Cc1cc(N2CCCCC2)nc2c(C)cccc12
→ -6%, 8, -5%, -22, -15%, 9%, 6%, 11%, 8%
O=C1CN(C(=O)COC(=O)CNC(=O)c2ccc(Br)o2)c2ccccc2N1
→ ?, -5, 0%, 12, i, -2%, -32%, 6%, -7%[0.397 µM]
Cc1ccc2c(c1)C(c1ccccc1)N(C(=O)c1ccc(OC(C)C)cc1)CC(=O)N2 (stereo not given)
→ 0%, 3, nt, nt, -9%, 0%, -33%, nt, ?
CCOC(=O)c1sc(=S)n(C)c1NC(=O)c1ccc(OC)cc1
→ -6%, -7, -15%, 3, 14%, 3%, -23%, -3%, -92%[inhibitor]
CCc1ccccc1NC(=O)CSC1=Nc2ccccc2C2=NC(Cc3ccccc3)C(=O)N12 (stereo not given)
→ ?, -7, nt, nt, i, 2%, -2%, nt, 3%
O=C(CC1CC2CCC1C2)N1CCN(S(=O)(=O)c2ccc(F)cc2)CC1 (stereo not given)
→ ?, -4, 8%, -23, -21%, 4%, 7%, 12%, 13%
COc1cc(OC)c(N(C)C(=O)Cn2ncc3c([nH]c4ccccc43)c2=O)cc1Cl
→ 8%, 18, nt, nt, -38%, 32%[activator], 0%, nt, 18%
CC(C)Cn1c(C2CC(=O)N(c3ccccc3Cl)C2)nc2ccccc21 (stereo not given)
→ 17%, -9, nt, nt, i, 32%[activator], 7%, nt, 25%
CCSC1=NCCN1C(=O)C(C)(C)Oc1ccc(Cl)cc1
→ ?, -9, 0%, -9, -22%, 10%, ?, 5%, -3%
Cc1ccc(S(=O)(=O)NCCc2sc3nc(-c4ccccc4)nn3c2C)cc1C
→ nt, 7, nt, nt, -7%, -17%, ?, nt, 13µM*
CCc1nc(NCc2cccs2)c2nnn(Cc3ccccc3)c2n1
→ -17%, -4, 4%, 0, -17%, -1%, 11%, -3%, 14%
O=C(c1ccc(Cl)c(S(=O)(=O)Nc2ccccc2C(=O)N2CCc3ccccc3C2)c1)N1CCc2ccccc2C1
→ -19%, -5, -5%, 8, i, -2%, ?, 3%, -22%
O=C(NCCOc1ccccc1)c1cc2ccccc2o1
→ -2%, -2, 0%, -11, -87%[inhibitor], 0%, 0%, 8%, -9%
CC(=O)Nc1ccc(/C(C)=N/NC(=O)c2ccc(COc3ccccc3Cl)o2)cc1
→ -6%, -4, -1%, 91, -1%, -10%, 7%, 14%, 11%
